EBV LMP1 NFkB = inhibitors of Epstein-Barr LMP1-induced NF-kappaB reporter; LMP1-induced NF-kappaB luciferase reporter cells, luminescence; inhibition, % at 12.5 µM; 0.69% of 350,000 active; AID 504558; in the data active means inhibition above about 41%;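 further: 0% = neutral control wells and 100% = reference inhibitor control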
TROY signal inh = blocks TROY-dependent signaling in reporter cells | 0.98% of 360,000 active | inhibition, % at 10 µM | Q293 LMP1-TROYcd NF-kB luciferase reporter, 4 h;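 active means compounds whose plate-normalised and pattern-corrected inhibition of the luciferase reporter signal at the single screening dose is 50% or more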
CF NFkB block = cystic fibrosis NF-kB activation inhibition; KKLEB NF-kB-GFP reporter, PAF-induced, GFP fluorescence overnight; inhibition, % at 5 µM; 0.86% of 360,000 active;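 active means at least 50% inhibition at 5 µM, scaled per plate between neutral and stimulator controls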;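 further: PAF is a Pseudomonas aeruginosa culture filtrate used as stimulus; plate controls were PAF-stimulated DMSO wells for no effect and unstimulated DMSO wells for full effect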
NCOA1 inh = inhibits human SRC1 coactivator | Q15788 | HEK293 GAL4-SRC1 luciferase reporter, luminescence | inhibition, % at 3.6 µM | 0.12% of 360,000 active;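 active means inhibition above the campaign mean plus 3 SD, with each screening campaign given its own cutoff, cut at about 60% in these data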;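 further: 0% = DMSO treated cells and 100% = gossypol at 36 µM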
TWEAK Fn14 block = inhibitors of TWEAK-Fn14 interaction signaling; inhibition, % at 10 µM; TWEAK-stimulated Fn14 reporter cells, luciferase luminescence, 8 h; AID 1159606; 2% of 360,000 active; in the data active means inhibition above about 50%
SRC3 inh = inhibits human SRC3 coactivator | Q9Y6Q9 | HEK293 GAL4-SRC3 luciferase reporter, luminescence | inhibition, % at 3.6 µM | 0.17% of 360,000 active | AID 588352;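 active means inhibition above a per-campaign cutoff, the mean of all compounds plus 3 SD, cut at about 60% in these data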;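 further: 0% = DMSO-treated cells and 100% = gossypol-treated cells at 36 µM; higher means less SRC3-driven luciferase light from the GAL4 reporter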
TRAIL sens C8 = sensitizes caspase-8 expressing cells to TRAIL; inhibition (viability loss, TRAIL sensitization), % at 10 µM; 1% of 360,000 active; NB7+C8 cells + TRAIL, ATPlite viability luminescence;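 active means compounds causing at least 50% loss of cell viability in the single-dose screen, relative to plate controls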
LRH-1 inv ag = inverse agonists of human LRH-1 (NR5A2). 0.13% of 360,000 active. HEK293T StAR-luciferase reporter, LRH-1 transfected, 24 h. inhibition, % at 3.6 µM. O00482;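 active means inhibition above the mean inhibition of all tested compounds plus 3 SD, cut at about 73% in these data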;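 further: 0% = DMSO wells and 100% = reporter-only cells lacking LRH-1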
Target sequence (O00482 whole entry, looked up): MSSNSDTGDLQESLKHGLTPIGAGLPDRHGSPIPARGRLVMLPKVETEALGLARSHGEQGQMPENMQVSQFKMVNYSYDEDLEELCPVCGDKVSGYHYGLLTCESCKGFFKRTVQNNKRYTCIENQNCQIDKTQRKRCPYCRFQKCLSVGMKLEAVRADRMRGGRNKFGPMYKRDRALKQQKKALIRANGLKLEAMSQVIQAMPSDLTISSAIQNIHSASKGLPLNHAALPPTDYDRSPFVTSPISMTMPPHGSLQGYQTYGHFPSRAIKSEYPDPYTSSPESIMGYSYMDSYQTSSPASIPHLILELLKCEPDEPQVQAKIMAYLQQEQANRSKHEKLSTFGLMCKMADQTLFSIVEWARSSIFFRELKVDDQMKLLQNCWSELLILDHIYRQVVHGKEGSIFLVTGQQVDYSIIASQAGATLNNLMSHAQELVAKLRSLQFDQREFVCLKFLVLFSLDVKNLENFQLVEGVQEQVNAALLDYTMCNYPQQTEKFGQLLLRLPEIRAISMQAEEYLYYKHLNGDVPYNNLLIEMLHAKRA
KKLEB cytotox = reduces viability of KKLEB cystic fibrosis airway cells; AID 602141; KKLEB CF airway cells viability, ATPlite luminescence, overnight; hits give low values; cells stimulated with P. aeruginosa culture filtrate; 0.36% of 360,000 active; activity change (cytotoxicity), % at 5 µM;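 active means corrected activity change at or below -50% at 5 µM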
NR2F2 inh = blocks human COUP-TFII nuclear receptor | P24468 | HEK293T NGFI-A luciferase reporter, luminescence | inhibition, % at 8.6 µM | 0.7% of 370,000 active | AID 686940;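 active means inhibition above a per-plate cutoff, mean inhibition of test wells between control levels plus 3 SD, cut at about 38% in these data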;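 further: cells cotransfected with COUP-TFII expression vector driving the NGFI-A reporter; 0% = median of COUP-TF2 test wells and 100% = reporter-only cells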
Target sequence (P24468 whole entry, looked up): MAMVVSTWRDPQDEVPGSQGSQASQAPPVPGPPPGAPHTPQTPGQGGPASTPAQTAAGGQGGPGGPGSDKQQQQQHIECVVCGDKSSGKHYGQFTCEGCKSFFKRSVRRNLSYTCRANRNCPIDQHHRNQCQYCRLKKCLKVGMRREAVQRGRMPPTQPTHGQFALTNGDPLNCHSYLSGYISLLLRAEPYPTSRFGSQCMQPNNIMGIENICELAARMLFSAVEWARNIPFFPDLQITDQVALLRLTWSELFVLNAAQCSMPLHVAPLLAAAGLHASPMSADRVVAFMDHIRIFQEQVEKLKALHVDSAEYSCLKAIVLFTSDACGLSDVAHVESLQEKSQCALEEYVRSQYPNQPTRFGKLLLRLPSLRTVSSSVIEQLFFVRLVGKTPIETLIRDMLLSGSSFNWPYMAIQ
Shn3 inh set2 = inhibitors of Schnurri-3 3'UTR reporter in osteoblasts; AID 588674; inhibition, % at 12.5 µM; 0.52% of 360,000 active; Clone20 osteoblast Shn3 3'UTR firefly luciferase, 24 h;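 active means mean inhibition of at least 75% with every replicate also reaching 75%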;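 further: 0% = median of neutral control wells and 100% = pilot-screen positive control compound; some compounds past the cut are filed as inactive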
Active calls of the source: *; / = not tested or not shown.

SMILES	EBV LMP1 NFkB	TROY signal inh	CF NFkB block	NCOA1 inh	TWEAK Fn14 block	SRC3 inh	TRAIL sens C8	LRH-1 inv ag	KKLEB cytotox	NR2F2 inh	Shn3 inh set2
COc1ccc(S(=O)(=O)N2CCCCC2)cc1NC(=O)COC(=O)c1ccco1	-3	8	11	3	7	9	6	5	-3	3	12
O=c1c2ccccc2ncn1-c1ccc([N+](=O)[O-])cc1Cl	2	-9	-11	-6	10	2	-16	18	4	-1	19
CC(C)(C)NC(=O)c1cccc(NC(=O)Cc2cccs2)c1	3	-9	9	6	12	10	2	-17	-3	6	-5
CCN(CC)S(=O)(=O)c1ccc(OC)c(NC(=O)c2cc([N+](=O)[O-])ccc2N2CCOCC2)c1	2	0	-34	4	-40	1	0	-2	3	17	7
O=C(NCCN1CCOCC1)c1cccc(S(=O)(=O)N2CCCCC2)c1	-2	0	16	-2	2	-23	-9	-19	-8	6	-6
Cc1ccc(CS(=O)(=O)c2ncn[nH]2)cc1	0	7	-5	-7	1	2	-4	-7	-5	20	7
CCOC(=O)c1cnc(SC)nc1Oc1cccc(NS(=O)(=O)c2ccc(Cl)cc2)c1	-4	11	2	-1	6	-30	8	-21	2	-7	12
COc1ccc(N(CCC(=O)Nc2ccccc2F)S(=O)(=O)c2ccc(C)cc2C)cc1	-4	11	-5	-4	-12	-4	-5	-10	-6	-10	3
CCc1ccc(-n2c(Cc3ccccc3)n[nH]c2=S)cc1	1	-3	-27	-11	22	-3	-4	-13	8	-8	-17
CCC(=O)N1CC2(C)CN(C(=O)CC)CC(C)(C1)C2	5	-2	5	-9	3	14	-8	-7	3	5	-8
CC1CN(C(=O)c2cccn(Cc3c(Cl)cccc3Cl)c2=O)CC(C)O1 (stereo unspecified)	8	4	16	-7	-6	-11	-8	-6	-11	0	12
CCOC(=O)C1Nc2ccc(C(F)(F)F)cc2C2C=CCC12 (stereo unspecified)	-2	-4	11	-14	2	-12	6	-1	6	-15	-39
Cc1ccc(-c2nn(-c3ccccc3)cc2NC(=O)c2ccccc2)cc1	2	-19	-8	-24	-15	-2	9	-34	1	7	-15
Cc1cccc(CCN(Cc2cc3cccc(C)c3[nH]c2=O)C(=O)N2CCOCC2)c1	6	-3	-2	-19	2	3	12	-8	-4	15	-1
COc1ccc(S(=O)(=O)N2CCN(Cc3cccc([N+](=O)[O-])c3)CC2)cc1	6	-2	-3	-12	3	-12	-8	-2	10	5	1
CCc1ccc(C(C)NC(=O)C2(C)CC2(Br)Br)cc1 (stereo unspecified)	-5	0	10	-11	8	10	-8	6	-4	8	16
COc1ccc(CSc2nnc3[nH]c(=O)cc(N)n23)cc1	2	13	3	-2	-8	15	3	9	2	3	-4
CCc1ccc2cccc3c2c1N=CN3C	7	19	-6	17	86*	3	-5	16	-5	-13	-9
Cc1ccsc1/C=N/NC(=O)Cn1cnc2ccccc21	-11	-33	-4	-10	-5	25	-3	-14	-4	8	-1
Cc1cc(C)nc(Nc2ccc(F)cc2)n1	6	7	-7	0	1	-2	-2	6	-3	-12	5
COc1cccc2c1cc1c(=O)n(CC(=O)NCCCN3CCCCC3)nc(C)n12	2	1	-17	-28	1	-1	0	12	11	/	-1
COc1ccc(NS(=O)(=O)c2ccc3oc4ccccc4c3c2)cn1	-5	20	0	2	9	3	-4	4	-8	-17	15
O=C(N=Nc1c(O)n(Cc2ccccc2)c2ccccc12)c1cc2ccccc2cc1O	-29	-44	40	-57	16	-14	45	2	-47	-17	-30
Cn1c(C(=O)OCC(=O)NCC2CCCO2)cc2sccc21 (stereo unspecified)	-4	-16	4	-14	30	8	-10	-8	-11	-22	-8
CC(C)CN(C(=O)COC(=O)CNC(=O)c1ccccc1F)C1CCS(=O)(=O)C1 (stereo unspecified)	1	2	-11	0	4	-3	-2	10	4	7	-4

(cont.)
SMILES	EBV LMP1 NFkB	TROY signal inh	CF NFkB block	NCOA1 inh	TWEAK Fn14 block	SRC3 inh	TRAIL sens C8	LRH-1 inv ag	KKLEB cytotox	NR2F2 inh	Shn3 inh set2
CCc1cccc(NC(=O)CC2Oc3ccccc3NC2=O)c1 (stereo unspecified)	-13	-22	26	-9	-5	-14	-9	-10	-9	11	14
CCn1cc(C(=O)NCCC(C)C)c(=O)c2cc(F)c(N3CCN(C(=O)c4ccco4)CC3)cc21	14	21	7	-5	33	5	23	18	-17	4	-7
COc1ccc(C)cc1NC(=O)c1ccc(CN2CCN(c3ccccc3)CC2)cc1	3	13	-5	-18	-25	-34	28	16	0	-2	18
O=S(=O)(Nc1ccncc1Cl)c1ccc2ccccc2c1	2	4	12	-19	-16	-14	11	-1	-10	8	9
COc1ccc(S(=O)(=O)N2CCOCC2)cc1NC(=O)CSc1nnc(NC2CC2)s1	1	-1	24	-7	-9	-5	5	-1	-5	-10	47
O=C(NCCCN1CCOCC1)C1(c2ccccc2)CCCC1	6	-8	-2	-5	24	18	-7	19	4	7	7
O=C(Nc1ccccc1)Nc1ccc(C(=O)N2CCOCC2)cc1	4	-34	-2	-79	-12	-52	11	-56	2	-56	-61
COc1ccccc1-c1cccc2nccn12	/	0	8	17	-6	-1	-8	-12	0	-4	-12
CCC1(C)N=c2c(c(=O)n(C)c(=O)n2C)=NO1 (stereo unspecified)	-3	14	-4	-8	0	12	1	6	2	7	1
CCC(=O)Nc1nc2nc(-c3ccccc3)cc(-c3ccccc3)n2n1	-2	-2	-28	-24	-3	8	2	12	-5	2	2
CN(C)C(=O)c1ccc(NC(=O)c2sccc2-c2ccccc2)cc1	9	9	1	-13	7	3	1	-14	10	-13	-4
CCCN(CCC)CCCn1c(=O)[nH]c2ccccc21	-8	-2	-3	-9	8	11	45	-8	1	3	0
CC(C)c1ccc(NC(=O)NC2(C(=O)NCc3cccnc3)CCCCC2)cc1	3	-11	6	14	-14	-2	9	15	5	11	1
O=C(CCNC(=O)c1ccc([N+](=O)[O-])cc1)NCCc1ccccc1	5	12	8	-1	-1	-13	0	-26	3	-9	17
Nc1ccc2c(c1)C(=O)c1cc(N)c(Cl)cc1-2	17	-23	-12	1	-25	1	2	33	2	5	6
COc1ccc(C(=O)N2CCC(C(=O)N3CCN(c4ccccc4)CC3)CC2)cc1	0	28	10	11	-2	24	-4	-11	-9	-1	-6
O=c1c(-c2nc3ccccc3s2)cccn1Cc1ccc(Cl)cc1	-32	-32	-23	-30	30	-53	16	6	7	-10	-45
CCn1c(SCC(=O)c2ccccc2)nc2ccccc2c1=O	0	-1	-7	1	-1	-9	2	-1	7	1	15
O=C(NCc1ccco1)c1cccnc1-c1nc2ccccc2s1	-7	6	14	-26	3	4	-3	-3	-3	-8	-10
O=C(NCCCN1CCCCCC1)c1ccc(N2CCCC2=O)cc1	-4	-2	-13	-3	-12	14	0	5	8	-10	-2
COC(=O)C1CCN(C(=O)CSc2ccccc2)CC1	4	-3	-3	-3	6	9	-3	3	6	4	-5
CCOC(=O)C1=C(C)N(CCCC(=O)O)C(=O)NC1c1ccccc1OS(=O)(=O)c1ccc(C)cc1 (stereo unspecified)	-2	-6	15	0	5	-2	9	5	12	/	-2
Cc1ccc(Cn2cc(CN3CC(N4CCN(CCN(C)C)CC4)CS3(=O)=O)nn2)cc1 (stereo unspecified)	/	-10	/	/	12	/	6	14	/	-8	/
O=C(Nc1ccccc1)Nc1nnc([C@@H]2C[C@H](O)[C@@H](CO)O2)s1	/	-35	15	-31	0	-43	1	-7	-2	-35	13
CC(C)C(=O)NNC(=O)c1c(O)c2ccccc2[nH]c1=O	-7	8	-10	-20	1	12	8	2	6	-1	5

Further compounds:
SMILES	EBV LMP1 NFkB	TROY signal inh	CF NFkB block	NCOA1 inh	TWEAK Fn14 block	SRC3 inh	TRAIL sens C8	LRH-1 inv ag	KKLEB cytotox	NR2F2 inh	Shn3 inh set2
O=[N+]([O-])c1ccc(N2CCN(C(=S)NCc3ccc(Cl)cc3)CC2)cc1	29	36	20	-16	64*	17	19	15	2	24	77
CCc1ccc(NC(=S)N2CCC(NC(=O)c3ccccc3)CC2)cc1	11	-9	6	1	-12	10	18	1	0	10	2
O=C(COC(=O)C1CC(=O)N(Cc2ccco2)C1)Nc1ccccc1[N+](=O)[O-] (stereo unspecified)	2	15	8	-11	2	5	3	8	14	-1	-10
Cc1c(NC(=O)CSc2nc3ccccc3n2C)c(=O)n(-c2ccccc2)n1C	1	-6	-5	4	23	2	-8	18	14	12	0
COc1cc(S(=O)(=O)N2CCN=C2c2ccccc2)ccc1F	2	3	10	20	-7	-4	-3	4	-5	-5	8
Cc1ccc(-c2nc(-c3ccncc3)no2)c(C)c1	-29	-38	-11	-94	-9	-106	32	-77	0	-29	-97

Of the compounds above, these contain a Cl atom.
SMILES	EBV LMP1 NFkB	TROY signal inh	CF NFkB block	NCOA1 inh	TWEAK Fn14 block	SRC3 inh	TRAIL sens C8	LRH-1 inv ag	KKLEB cytotox	NR2F2 inh	Shn3 inh set2
O=c1c2ccccc2ncn1-c1ccc([N+](=O)[O-])cc1Cl	2	-9	-11	-6	10	2	-16	18	4	-1	19
CCOC(=O)c1cnc(SC)nc1Oc1cccc(NS(=O)(=O)c2ccc(Cl)cc2)c1	-4	11	2	-1	6	-30	8	-21	2	-7	12
CC1CN(C(=O)c2cccn(Cc3c(Cl)cccc3Cl)c2=O)CC(C)O1 (stereo unspecified)	8	4	16	-7	-6	-11	-8	-6	-11	0	12
O=S(=O)(Nc1ccncc1Cl)c1ccc2ccccc2c1	2	4	12	-19	-16	-14	11	-1	-10	8	9
Nc1ccc2c(c1)C(=O)c1cc(N)c(Cl)cc1-2	17	-23	-12	1	-25	1	2	33	2	5	6
O=c1c(-c2nc3ccccc3s2)cccn1Cc1ccc(Cl)cc1	-32	-32	-23	-30	30	-53	16	6	7	-10	-45
O=[N+]([O-])c1ccc(N2CCN(C(=S)NCc3ccc(Cl)cc3)CC2)cc1	29	36	20	-16	64*	17	19	15	2	24	77

A portion of the library; rates above refer to the full screens.
